beta cell repl – inducers of beta-cell replication in MIN6 cells | MIN6 cells proliferation, ATPlite luminescence, 48 h; cells starved in 0.2% serum; 100% = growth in 10% serum | proliferation, % at 10 µM | hit rate 0.29% among 330,000 | AID 2380;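 active means compounds whose signal lies at least 3.5 SD above the mean of all wells on their plate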;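 further: 0% = DMSO-treated cells in low-serum medium and 100% = 10% serum control; some compounds called inactive have numbers as strong as hits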
UBC13 inh – human UBC13 polyubiquitination inhibition; P61088; UBC13 polyubiquitin chain formation, TR-FRET; hit rate 0.47% among 330,000; inhibition, % at 20 µM; in the data active means inhibition above about 45%, passing the limit was not always enough
Target sequence (P61088 whole entry, looked up): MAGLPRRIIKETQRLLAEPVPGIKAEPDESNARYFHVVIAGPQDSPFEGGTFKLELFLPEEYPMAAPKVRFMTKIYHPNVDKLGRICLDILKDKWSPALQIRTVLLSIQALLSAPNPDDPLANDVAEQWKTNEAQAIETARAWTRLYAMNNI
PfG6PD inh – PfG6PD (Plasmodium falciparum) enzyme inhibition; PfGluPho enzyme, NADPH resazurin-diaphorase fluorescence; inhibition, % at 20 µM; hit rate 0.78% among 350,000; AID 504690;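 active means inhibition reaching at least a set limit at 20 µM in the primary screen, cut at about 59% in these data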;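 further: 0% = DMSO wells with substrate and 100% = DMSO wells lacking glucose-6-phosphate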
HKDC1 inh – inhibitors of human hexokinase HKDC1; Q2TB90; recombinant HKDC1, G6PDH/diaphorase resazurin coupled fluorescence; inhibition, % at 20 µM; hit rate 0.16% among 340,000; AID 493160;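 active means inhibition above about 35% when tested at 20 µM, limit read from the data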;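 further: plate controls were DMSO wells with enzyme for no effect and DMSO wells lacking enzyme for full effect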
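Material – in-house recombinant HK5 (HKDC1) enzyme · Quantity – HKDC1 at 5 µg/mL · Buffer or medium – pH 8.0 Tris buffer with 10 mM MgCl2 · Reagent – glucose with 1 mM ATP · Dosing – single 20 µM dose · Times – reaction time 90 min, room temperature, protected from light · Technique – resorufin fluorescence at 613 nm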
SENP1 FRET inh – SENP1 (human) catalytic domain inhibition; hit rate 0.21% among 360,000; Q9P0U3; recombinant SENP1 catalytic domain, CyPet-SUMO1-YPet FRET cleavage; AID 624204; inhibition, % at 10 µM;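 active means inhibition at least 30% at 10 µM, raw YFP signal under a set limit, fluorescence ratio 0.5 to 1.5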;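 further: 0% = enzyme with DMSO and 100% = no enzyme wells; some results filed as inactive read as strong as hits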
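system = hSENP1 catalytic domain, recombinant | reagent = SFCypet-SUMO1-SFYpet substrate at 25 nM | doses = one dose per compound, 10 µM, 0.5% DMSO | incubation = enzyme reaction for 50 min at room temperature, dark | measured by = FRET, CFP and YFP emission | controls = no-enzyme low, enzyme-DMSO high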
SENP8 block-1 – SENP8 (human) protease inhibition; AID 602440; hit rate 0.64% among 360,000; recombinant SENP8, Nedd8 substrate fluorescence; Q96LD8; inhibition, % at 20 µM; in the data active means inhibition mostly above about 40%, no sharp cut-off; inactive means mostly below about 27%
Target sequence (Q96LD8 whole entry, looked up): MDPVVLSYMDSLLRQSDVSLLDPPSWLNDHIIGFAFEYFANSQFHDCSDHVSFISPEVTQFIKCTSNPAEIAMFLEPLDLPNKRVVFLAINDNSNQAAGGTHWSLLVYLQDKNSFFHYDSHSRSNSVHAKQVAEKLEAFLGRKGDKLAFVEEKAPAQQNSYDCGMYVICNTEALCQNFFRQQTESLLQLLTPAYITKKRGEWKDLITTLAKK
SENP6 inh – SENP6 protease inhibition | Q9GZR1 | Recombinant SENP6 catalytic domain, aminoluciferin luminescence | inhibition, % at 10 µM | hit rate 1.8% among 330,000 | AID 2599;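 active means inhibition above about 50% at the single tested dose, limit read from the data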;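 further: plate controls were DMSO wells with enzyme for no effect and DMSO wells lacking enzyme for full effect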
SENP7 block – inhibitors of human SENP7 protease. Q9BQF6. recombinant SENP7, Z-RLRGG-aminoluciferin luminescence, 40 min. inhibition, % at 5 µM. hit rate 1.5% among 330,000. AID 434973;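 active means inhibition above about 50% at the single test dose, limit read from the data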;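 further: plate controls were DMSO with enzyme for no effect and no enzyme buffer wells for full effect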
Target sequence (Q9BQF6 706-1050 limits assumed): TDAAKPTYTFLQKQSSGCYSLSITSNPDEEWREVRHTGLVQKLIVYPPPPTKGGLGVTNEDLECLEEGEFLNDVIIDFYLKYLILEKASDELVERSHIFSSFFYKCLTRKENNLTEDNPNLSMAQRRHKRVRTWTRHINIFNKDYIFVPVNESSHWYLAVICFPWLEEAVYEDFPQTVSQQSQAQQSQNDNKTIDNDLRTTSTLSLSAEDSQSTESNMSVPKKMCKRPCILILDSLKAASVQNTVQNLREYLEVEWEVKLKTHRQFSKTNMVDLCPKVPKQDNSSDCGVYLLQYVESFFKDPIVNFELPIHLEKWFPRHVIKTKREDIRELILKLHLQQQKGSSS
SENP8 block-2 – blocks the human protease SENP8. AID 2540. hit rate 1.2% among 330,000. Q96LD8. inhibition, % at 10 µM. purified SENP8, Z-RLRGG-aminoluciferin cleavage, luminescence; in the data active means inhibition above about 50%
Starred values were filed as active, the others as inactive; / = no result given.

mol,beta cell repl,UBC13 inh,PfG6PD inh,HKDC1 inh,SENP1 FRET inh,SENP8 block-1,SENP6 inh,SENP7 block,SENP8 block-2
O=C1c2ccccc2C(Nc2cccnc2)N1Cc1ccc2c(c1)OCO2 (stereo not drawn),3,6,-4,-3,4,1,-6,0,-7
Cc1ccc(S(=O)(=O)N2CCCCC2)cc1NS(=O)(=O)c1ccccc1F,-1,-49,-28,0,1,11,3,-1,2
CC(=O)c1c(C)[nH]c(C(=O)/C(C#N)=C/c2cccc(C)c2)c1C,1,-6,-7,0,-4,-11,10,-5,-12
CCOc1ccc(NC(=S)NCCCN2CCOCC2)cc1,3,5,16,-16,3,3,5,-3,4
CN(CC(=O)Nc1ccc(N2CCOCC2)cc1)C(=O)COc1ccccc1F,-2,-3,-6,-4,1,11,-1,7,-3
O=C(Nc1ccc(Cl)cc1)N1CCCN(c2ccc(C(F)(F)F)cc2[N+](=O)[O-])CC1,-3,0,30,1,2,28,-9,-10,-10
CCn1cc(C(=O)Nc2ncccc2O)c(=O)c2cc(F)c(N3CCN(C(=O)c4ccco4)CC3)cc21,-4,10,4,5,1,-200,1,0,4
CC(C)(C)OC(=O)N1CCCC(C(=O)Nc2ccc(C(=O)NC3CC3)cc2)C1 (stereo not drawn),/,/,13,-6,1,-1,/,/,/
COc1ccc(NC(=S)NNC(=O)COc2ccc(Cl)cc2Cl)cc1,-1,0,-13,-3,1,-6,7,6,-2
O=C1Nc2ccccc2/C1=N\N=C\C1=C(N2CCOCC2)C(=C\c2ccccc2)/CC1,-6,-112,/,/,12,28,3,0,9
O=C(NCc1ccco1)c1cnn2c(C(F)(F)F)cc(-c3ccccc3)nc12,-2,2,9,6,-16,-123,-5,6,-6
C/C(=N\NC(=O)c1c(Br)c(C)nn1C)c1cccc(NC(=O)c2ccccc2C)c1,-2,-14,1,16,2,3,-19,-9,-12
CSc1n[nH]c(=S)n1N,3,8,65*,-2,3,17,-20,-4,4
CC(C)C[C@@H](CO)NC(=O)CC[C@H](NC(=O)OC(C)(C)C)C(=O)N(Cc1ccccc1)Cc1ccccc1,-2,-4,6,-1,2,12,-15,2,-9
NC(=O)c1cccnc1Nc1ccccc1Cl,0,20,19,0,1,16,-2,-1,3
COCc1cc(C)nc(N/N=C/c2ccc(-c3ccc(Cl)cc3[N+](=O)[O-])o2)c1C#N,/,/,10,8,-13,12,/,/,/

Two successive records out of the list so far, for reference:
mol,beta cell repl,UBC13 inh,PfG6PD inh,HKDC1 inh,SENP1 FRET inh,SENP8 block-1,SENP6 inh,SENP7 block,SENP8 block-2
O=C(NCc1ccco1)c1cnn2c(C(F)(F)F)cc(-c3ccccc3)nc12,-2,2,9,6,-16,-123,-5,6,-6
C/C(=N\NC(=O)c1c(Br)c(C)nn1C)c1cccc(NC(=O)c2ccccc2C)c1,-2,-14,1,16,2,3,-19,-9,-12

Following part:
mol,beta cell repl,UBC13 inh,PfG6PD inh,HKDC1 inh,SENP1 FRET inh,SENP8 block-1,SENP6 inh,SENP7 block,SENP8 block-2
CC(C)(C)OC(=O)N1CCCC1C(=O)N1CCCC1C(=O)N1CCCC1C(=O)O (stereo not drawn),/,/,1,-7,4,12,/,/,/
CCOc1ccccc1C(=O)NCCNC(=O)c1ccccc1OCC,-1,-5,-14,0,1,6,14,2,3
Cc1ccc(C2C(C#N)=C(N)Oc3c2c(=O)n(C)c(=O)n3C)cc1 (stereo not drawn),-4,-9,11,1,-4,-2,6,6,4
COCCn1c(CNc2ccc(F)cc2)nnc1SCC(=O)Nc1ccc(OC)cc1OC,-4,23,4,-6,4,11,-16,2,-6
CC(C)c1ccc(C2NC(=O)NC3=C2CCc2ccccc23)cc1 (stereo not drawn),-3,4,14,27,-51,-296,-7,1,-2
O=C(CCCn1c(=O)[nH]c2ccsc2c1=O)Nc1ccc(F)cc1,-1,8,-6,-1,3,10,3,-5,-4
O=C(NCCc1ccccc1)c1ccc(=O)[nH]c1,-2,14,-3,-7,-3,18,-4,-3,4
O=C(/C=C/c1ccc(OCc2ccccc2)c(OCc2ccccc2)c1)c1cccnc1,-3,-8,22,12,-2,-93,-10,7,11
Cc1cnc(C(=O)OCC(=O)N2C(C)CCCC2C)cn1 (stereo not drawn),0,4,-5,-5,1,11,-9,-9,2
CCN1C[C@@H]2[C@@H]3C(=O)N(Cc4ccccc4)C(=O)[C@@H]3[C@](C)(C1=O)N2C(=O)c1ccc(C(F)(F)F)cc1,/,/,5,-5,2,14,/,/,/
COc1cccc(CC(=O)Nc2ccc(S(=O)(=O)N3CCCCC3)cc2)c1,-4,10,0,-3,0,-2,11,8,-4
CC1(C)CC(=O)c2sc(NC(=O)Cc3cccs3)nc2C1,-1,-3,-19,-1,1,-22,4,-7,-4
CCc1c(C(=O)NNC(=S)NCCc2ccccc2)csc1C,2,-8,-13,-2,-2,11,-19,10,-3
COc1ccc(NC(=O)COC(=O)CCc2nc3ccccc3c(=O)[nH]2)c(OC)c1,3,1,7,-5,-2,1,-15,6,-8
Cc1ccc(/C=C/C2=NN(Cc3ccc(Cl)c(Cl)c3)C(=O)CC2)cc1,-4,-20,18,-2,2,-5,1,7,-4
CCC(=O)Nc1ccc(NC(=O)c2cccc3ccccc23)cc1,-3,2,2,-3,1,16,-2,-8,-2
O=C(NCCNC(=O)c1ccc(Br)o1)c1ccc(Br)o1,3,7,2,3,0,11,-8,0,-5
Cc1ccc(OCC(=O)NC2CC(C)(C)NC(C)(C)C2)c(C)c1,-2,-4,-20,-3,-1,15,9,7,4
O=S(=O)(c1ccc2oc(=S)[nH]c2c1)N1CCOCC1,-6,10,66*,-7,-1,6,-4,7,9
Cc1cccc(NC(=O)CCc2ccccc2)c1,-1,-11,-5,-5,-1,0,-10,-3,-13
C=CCNC(=O)NC(=O)COn1nnc2ccc(S(=O)(=O)N(C)C)cc21,0,-14,-10,-6,2,13,-8,-10,-12
COC(=O)c1oc2ccc(Br)cc2c1NC(C)=O,0,7,16,-4,0,-23,-15,-7,3
COc1ccc2[nH]c(C(=O)N(Cc3ccccn3)Cc3ccccn3)cc2c1,-3,9,-7,8,-2,-444,-22,-5,0
COc1ccc(C(=O)c2ccc3oc(-c4ccc(OC)cc4)c(-c4ccc(O)cc4)c3c2)cc1,-6,-12,7,5,0,-28,-19,-3,1
CC(C)c1ccc(N=C(N)N=C(N)N)cc1,-3,-1,3,-1,2,8,-11,1,2
CCn1cc(C(=O)NCCCN2CCC(C)CC2)c(=O)c2cc(S(=O)(=O)N3CCCC3)ccc21,1,-11,-4,-5,1,27,-6,-6,0
O=C(NCCc1ccc(Cl)cc1)c1cccs1,1,3,6,4,0,15,15,4,-8
Cc1[nH]c2ccc(C(=O)N3CCCCC3)cc2c1C,-3,-9,-5,-3,-19,-12,4,1,6
O=C1C2CC=C(Cl)CC2C(=O)N1CCC[n+]1ccccc1 (stereo not drawn),-3,-22,8,-3,-1,5,-12,6,3
COc1ccccc1C(=O)NCCOc1ccc(C)c(C)c1,2,1,-4,-8,1,3,10,3,-2
Cc1ccc(C)c(S(=O)(=O)N2CCN(CC(=O)NC(=O)NCc3ccccc3)CC2)c1,-3,8,-4,3,-1,1,-10,-8,-8
COc1ccccc1NC(=O)C1=C(C)Nc2nc(-c3ccc(N(C)C)cc3)nn2C1c1ccncc1 (stereo not drawn),-1,-6,1,1,9,15,9,-11,-6
COC(=O)c1ccc(C(=O)Nc2ccc(C(C)C)cc2N)cc1,-2,4,5,6,0,-51,5,-1,2
CCc1nc(Nc2cccc(F)c2)c2oc3ccccc3c2n1,-2,11,57,-1,0,-304,-18,-8,-16
CC(C)(C)C(=O)O/N=C(\N)c1c(Cl)cccc1Cl,-3,1,2,-1,0,15,-9,5,-2
CC(=O)Nc1ccc(C2=CC(=O)C[C@H](c3ccc4c(c3)OCO4)C2)cc1,-1,-16,27,6,-1,-39,-1,-3,-13
COc1ccc(OC)c(NC(=O)COc2ccc(S(=O)(=O)N3CCCC3)cc2)c1,0,10,13,1,-1,10,-2,0,4
COc1cc(C2NC(=O)NC(O)(C(F)(F)F)C2C(=O)c2cccs2)ccc1O (stereo not drawn),0,-3,-6,-5,1,7,2,6,-5
CCC1CC(/C(C)=N/NC(N)=O)OC1=O (stereo not drawn),2,-3,11,-11,-1,16,-11,1,-5
COCCn1c(CN2CCN(C(c3ccccc3)c3ccccc3)CC2)nc2c1c(=O)n(C)c(=O)n2C,-2,4,3,1,1,10,-7,-2,-7
Cc1cc(NC(=O)CSc2nnnn2-c2ccc(F)cc2)no1,0,2,-17,-1,-3,10,-18,-1,5
Cc1nc2ccccc2c(=O)n1NC(=O)/C=C/c1ccccc1,2,4,-15,5,3,13,6,-4,-1
Fc1ccc(CNc2cnccn2)cc1,-1,-1,6,-7,-9,-290,9,-4,-9
O=C(NCc1ccncc1)NC12CC3CC(CC(C3)C1)C2,1,-3,-2,1,-1,20,15,-6,1
CCOc1cc(N2CCOCC2)c(OCC)cc1NC(=O)CSc1ncccn1,3,3,18,-6,-1,7,8,3,0
Cc1csc(Nc2ccccc2)[n+]1-c1ccccc1,-2,-6,8,-6,2,21,-3,-9,-6
COc1ccc(N2CCN(C(=O)CCc3nnc4ccc(N5CCOCC5)nn34)CC2)cc1,-3,-5,3,4,-1,-16,-22,-10,-14
Cc1ccc(/C=C/C(=O)O)cc1S(=O)(=O)NC1CCS(=O)(=O)C1 (stereo not drawn),-2,0,-13,5,2,11,-8,1,0
O=C(Cn1cnc2c(oc3ccccc32)c1=O)N1CCCC1,-2,17,2,-2,0,6,0,-5,-1

High-throughput results (PubChem)
